Source: PubChem BioAssay (several laboratories)
HTR5A inv ctr: HTR5A inverse agonism, opioid heterodimer counter-screen | P47898 | HTR5A cell line, luminescence | inhibition, % at 9.3 µM | 340,000 tested, 0.083% active | AID 504634; in the data active = inhibition mostly above about 23%, no sharp cut-off; inactive = mostly below about 18%;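 note: 0% = cells with DMSO and 100% = no-cell wells with DMSO; some compounds called inactive have numbers as strong as hits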
Target sequence (P47898 whole entry, looked up): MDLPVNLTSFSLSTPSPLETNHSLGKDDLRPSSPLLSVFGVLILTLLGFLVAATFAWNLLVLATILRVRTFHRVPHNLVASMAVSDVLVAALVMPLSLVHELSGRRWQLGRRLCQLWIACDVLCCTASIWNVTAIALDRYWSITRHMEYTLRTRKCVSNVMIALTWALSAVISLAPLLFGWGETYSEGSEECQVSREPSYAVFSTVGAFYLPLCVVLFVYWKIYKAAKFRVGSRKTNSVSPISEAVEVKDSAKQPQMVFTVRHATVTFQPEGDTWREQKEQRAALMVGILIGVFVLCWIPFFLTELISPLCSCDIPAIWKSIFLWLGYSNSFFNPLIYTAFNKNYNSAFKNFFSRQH
PKA-R2B activ: PKA-R2B complex activation; P22694+P31323; PKA-R2B holoenzyme dissociation, Cy5-IP20 fluorescence polarization; R2B truncated from residue 108, S112A mutant; 0% DMSO only, 100% 113 µM cGMP; activation, % at 11.4 µM; 340,000 tested, 0.079% active; AID 504700;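 active = activation above a cutoff set at the mean over all compounds plus 3 SD, cut at about 18% in these data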;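 note: higher means more holoenzyme dissociation and a rise in polarization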
DAGLB inhibitor: blocks human DAGLB lipase activity; Q8NCG7; HEK293T DAGLB membrane lysate, EnzChek fluorogenic substrate; inhibition, % at 5.17 µM; 340,000 tested, 0.059% active; AID 504411; in the data active = inhibition above about 34%;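 note: 0% = enzyme with vehicle and 100% = wells lacking enzyme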
phage Ecoli inh: E. coli growth loss with phage present; growth absorbance; 360,000 tested, 0.26% active; inhibition, % at 11.9 µM; in the data active = inhibition above about 11%
AddAB inh: less growth of phage-infected E. coli with AddAB | 330,000 tested, 0.29% active | inhibition, % at 11.9 µM | AID 435030 | E. coli expressing H. pylori AddAB, absorbance growth; in the data active = inhibition above about 12%;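 note: 0% = vehicle wells of infected cells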
HTR5A ag ctr: counter-screen for OPRM1-OPRD1 agonists: human HTR5A agonism | P47898 | HTR5A agonist assay, luminescence, cell-based | activation, % at 9.3 µM | 340,000 tested, 0.61% active; in the data active = activation mostly above about 9.5%, no sharp cut-off; inactive = mostly below about 7.6%;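 note: 0% = cells with vehicle only and 100% = reference agonist; strong numbers were not always called active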
Mot1-301 SUMO: inhibitors of SUMOylation pathway: yeast Mot1-301 growth rescue. S. cerevisiae Mot1-301 growth rescue, ATP luminescence, 38.5C; percent above DMSO median, 100 means doubled. growth rescue, % at 18.8 µM. 320,000 tested, 1% active;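 active = every valid replicate shows activation above 250% relative to neutral control wells; inactive = the rest, any valid replicate at or below 250%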;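 note: OY570 slx delta 5 strain wells were the positive control but not used for scaling; some compounds called inactive have numbers as strong as hits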
CDK5 inh: inhibitors of human CDK5/p35 kinase | inhibition, % at 10 µM | AID 488839 | Q00535+Q15078 | 330,000 tested, 0.01% active | Recombinant CDK5/p35, ADP-Glo luminescence, 60 min;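 active = highest replicate inhibition of at least 50% and at least 75% of replicates reaching 50%; inconclusive = only one of the two criteria met; inactive = both criteria failed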;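 note: plate controls were DMSO neutral control for no effect and GW8510 at 10 µM for full effect; many of its hits are not listed in these tables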
Target sequence (Q00535 whole entry, looked up): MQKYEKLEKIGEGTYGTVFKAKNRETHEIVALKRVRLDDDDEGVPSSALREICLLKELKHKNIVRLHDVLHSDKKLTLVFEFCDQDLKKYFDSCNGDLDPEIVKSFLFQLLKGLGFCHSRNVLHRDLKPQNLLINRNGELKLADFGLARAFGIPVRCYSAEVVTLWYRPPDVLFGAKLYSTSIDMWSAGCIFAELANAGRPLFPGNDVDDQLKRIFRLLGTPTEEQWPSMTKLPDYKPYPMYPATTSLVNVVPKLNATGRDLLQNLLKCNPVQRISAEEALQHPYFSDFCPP
Target sequence (Q15078 whole entry, looked up): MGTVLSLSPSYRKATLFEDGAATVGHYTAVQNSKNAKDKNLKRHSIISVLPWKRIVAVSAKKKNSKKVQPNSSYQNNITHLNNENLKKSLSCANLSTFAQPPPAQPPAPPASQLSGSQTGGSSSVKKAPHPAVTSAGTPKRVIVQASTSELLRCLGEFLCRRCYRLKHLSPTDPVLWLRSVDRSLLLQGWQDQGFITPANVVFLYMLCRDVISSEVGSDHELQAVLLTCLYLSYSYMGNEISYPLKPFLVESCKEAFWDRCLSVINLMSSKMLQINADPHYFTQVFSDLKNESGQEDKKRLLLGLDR
Tat export inh: blocks Tat-dependent protein export in E. coli. E. coli MC4100 TorA-mCherry Tat export, fluorescence. inhibition, % at 10 µM. 340,000 tested, 0.036% active;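 active = mean replicate inhibition at least 50% and at least half of replicates individually reaching 50%; inconclusive = only one of the two criteria met; inactive = neither criterion met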;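 note: exported cargo escapes ClpAP degradation while cytoplasmic cargo is degraded and loses fluorescence; 0% = median of neutral control wells and 100% = median of NaSCN control wells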
PKA-R1A activ: activators of PKA-R1A complex | P00514+P68181 | PKA-R1A dissociation, Cy5-IP20 fluorescence polarization; scaled: DMSO 0%, 113 µM cGMP 100% | activation, % at 11.4 µM | 340,000 tested, 0.083% active | AID 504707;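 active = percent activation above the mean of all tested compounds plus 3 SD, cut at about 19% in these data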;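 note: higher means more PKAc released from R1A so a rise in polarization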
E coli growth: bacterial growth inhibition, counter-screen for AddAB inhibitors | E. coli V3065 growth, OD600 absorbance, 18 h | inhibition, % at 11.9 µM | 330,000 tested, 0.27% active;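 active = inhibition above the campaign's mean inhibition across all tested compounds plus 3 SD, cut at about 9.9% in these data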;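 note: uninfected addAB+ strain grown without phage in ampicillin broth; 0% = DMSO wells and 100% = ciprofloxacin 0.95 µg/ml wells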
Numbers without * were called inactive; ? = inconclusive; . = no result given. Some of the compounds tested; count on the stated rates, not on these rows.

Values run as follows: PKA-R1A activ	E coli growth	phage Ecoli inh	Mot1-301 SUMO	Tat export inh	HTR5A ag ctr	AddAB inh	PKA-R2B activ	DAGLB inhibitor	CDK5 inh	HTR5A inv ctr
OC(CN1CCOCC1)c1csc2ccccc12 (centres undefined)
    -9	0.8	2.2	-28	-8	-1	8.8	-4	3	-2.1	6
COc1ccc2c(c1OC)C(=O)O[C@@H]2[C@H]1c2cc3c(cc2CCN1C)OCO3
    -11	1.4	2.7	-14	-15	1	-0.1	4	0	0.5	-5
CN1CCN(Cc2cc(=O)n3ccsc3n2)CC1
    2	.	0.2	59	7	0	.	0	1	0.2	5
O=C(CCC(=O)N1C[C@H]2C[C@@H](C1)c1cccc(=O)n1C2)NCc1ccccc1C(F)(F)F
    -6	-0.9	4.0	-4	-10	1	-1.0	2	0	-1.4	-5
CN(C)C(=O)Oc1ccc(-c2nnco2)cc1
    -3	0.0	3.8	6	?	-3	3.2	-2	1	0.3	8
CCN1CCN(Cc2ccc(C)cc2)CC1
    0	-1.6	2.6	-1	3	7	1.2	-1	1	0.2	-10
CC1=NNC(=O)C1Br (centres undefined)
    8	.	2.4	.	-5	0	.	-7	-2	0.5	-1
Cc1ccc(Cc2c(C)nc3nc(SCC(=O)N4CCC5(CC4)OCCO5)nn3c2C)cc1
    0	-2.5	2.3	-16	1	1	2.8	-12	-2	0.2	-23
CN1C(=O)C(Cc2ccc(OCc3ccccc3)cc2)C(=O)N(C)C1=O
    -7	-1.6	1.1	236	4	1	1.3	-1	-2	0.7	-4
CC(=Nc1ccc(F)cc1)c1c(O)n(C)c(=O)[nH]c1=O
    -8	0.3	2.9	-2	-6	-4	0.0	-4	1	0.8	-24
CN1CC(C#N)C2(O)c3ccccc3CCC2C1 (centres undefined)
    -10	0.2	1.3	1	1	0	3.5	-9	-2	0.5	-13
C[C@]12CCC3C(C1CCC2=O)[C@H](O)C[C@H]1C[C@@H](O)CC[C@]31C (some centres undefined)
    5	-2.9	0.2	1	6	0	-2.7	6	1	-4.0	0
CC1CCN(c2cc(Br)c([N+](=O)[O-])cc2F)CC1
    -1	-0.7	1.7	-26	-2	0	-1.1	-6	-23	1.4	-44
COC(=O)C1=C(c2ccc(C(C)=O)cc2)C[C@@H]2CC[C@H]1N2C(=O)NCCNC(C)=O
    14	-2.5	0.9	-6	-7	10	0.4	-3	-3	-1.5	0
CCc1ccc(CN2CCN(Cc3ccc(SC)cc3)CC2)cc1
    .	-2.1	0.5	261	6	.	2.1	.	.	-0.7	.
CC(=O)Nc1ccccc1C(=O)OCC(=O)c1ccc2ccccc2c1
    12	-2.5	2.6	9	-4	-1	-1.0	-7	-1	-1.4	-16
COc1ccc(CCN(C)Cc2ccc(F)cc2F)cc1OC
    10	-0.2	-1.4	-3	-2	-2	1.9	9	0	0.9	-31
CC(C)(C)NCC(O)c1cc(Cl)c(N)c(Cl)c1 (centres undefined)
    -4	1.6	4.4	117	0	1	0.1	-3	0	-0.1	-5
C=CCN1C(=O)/C(=C/c2ccc(N3CCOCC3)o2)C(=O)NC1=S
    6	0.2	1.0	1	-17	0	3.9	3	0	-0.2	-12
Cc1cc(OCC(=O)O)c2c3c(c(=O)oc2c1)CCCC3
    2	1.2	3.9	0	2	-2	3.4	1	2	-0.8	15

Exported field by field: four of the compounds above.
CC(=O)Nc1ccccc1C(=O)OCC(=O)c1ccc2ccccc2c1
- PKA-R1A activ = 12
- E coli growth = -2.5
- phage Ecoli inh = 2.6
- Mot1-301 SUMO = 9
- Tat export inh = -4
- HTR5A ag ctr = -1
- AddAB inh = -1.0
- PKA-R2B activ = -7
- DAGLB inhibitor = -1
- CDK5 inh = -1.4
- HTR5A inv ctr = -16
C=CCN1C(=O)/C(=C/c2ccc(N3CCOCC3)o2)C(=O)NC1=S
- PKA-R1A activ = 6
- E coli growth = 0.2
- phage Ecoli inh = 1.0
- Mot1-301 SUMO = 1
- Tat export inh = -17
- HTR5A ag ctr = 0
- AddAB inh = 3.9
- PKA-R2B activ = 3
- DAGLB inhibitor = 0
- CDK5 inh = -0.2
- HTR5A inv ctr = -12
CCN1CCN(Cc2ccc(C)cc2)CC1
- PKA-R1A activ = 0
- E coli growth = -1.6
- phage Ecoli inh = 2.6
- Mot1-301 SUMO = -1
- Tat export inh = 3
- HTR5A ag ctr = 7
- AddAB inh = 1.2
- PKA-R2B activ = -1
- DAGLB inhibitor = 1
- CDK5 inh = 0.2
- HTR5A inv ctr = -10
Cc1cc(OCC(=O)O)c2c3c(c(=O)oc2c1)CCCC3
- PKA-R1A activ = 2
- E coli growth = 1.2
- phage Ecoli inh = 3.9
- Mot1-301 SUMO = 0
- Tat export inh = 2
- HTR5A ag ctr = -2
- AddAB inh = 3.4
- PKA-R2B activ = 1
- DAGLB inhibitor = 2
- CDK5 inh = -0.8
- HTR5A inv ctr = 15

(cont.)
Values run as follows: PKA-R1A activ	E coli growth	phage Ecoli inh	Mot1-301 SUMO	Tat export inh	HTR5A ag ctr	AddAB inh	PKA-R2B activ	DAGLB inhibitor	CDK5 inh	HTR5A inv ctr
COc1ccc(CN2CCNCC2)cc1
    -6	.	2.2	8	-12	6	.	-16	-1	1.0	-21
COC(=O)C1=C(c2ccc3ccccc3c2)C[C@@H]2CC[C@H]1N2C(=O)N1CCOCC1
    -10	0.8	-3.8	-4	2	2	0.2	0	-1	-0.3	-1
O=NN1CCCCC1
    2	-0.3	0.1	91	-8	1	2.0	7	-1	1.0	-5
COc1cc(C(=O)NN=Cc2ccc(N(CCCl)CCCl)cc2)cc(OC)c1OC
    5	.	1.9	.	4	-3	.	-9	-2	-0.8	10
Cc1cccc(N2CCN(Cc3ccc4c(c3)OCO4)CC2)c1C
    7	1.6	-0.8	23	1	2	3.5	-3	-21	-0.2	-5
CCOC(=O)CC1c2ccccc2-n2nncc2CN1Cc1ccc(OC)cc1 (centres undefined)
    0	.	1.5	.	9	0	.	-1	-2	0.6	0
O=C(c1ccccc1F)c1cn(CC(=O)N2CCOCC2)c2ccccc12
    10	-0.6	2.1	-10	-5	4	3.7	-5	3	-0.1	12
CCOC(=O)C(O)(c1ccc(NC(=O)Oc2ccccc2)cc1)C(F)(F)F (centres undefined)
    -2	-0.3	2.5	5	14	3	1.0	-5	-1	0.4	-4
CN1C(=O)/C(=C\c2ccc(Br)s2)C(=O)NC1=S
    3	-0.9	1.5	-28	-9	1	5.5	1	7	-0.3	-4
O=c1c(C=NCCN2CCNCC2)c(O)n(C2CCCCC2)c(=O)n1C1CCCCC1
    1	-1.7	.	-18	3	2	-0.8	-6	-1	0.9	-1
COC(=O)NC(=C(Cl)Cl)P(=O)(c1ccccc1)c1ccccc1
    -2	0.0	2.7	-8	-8	0	-0.3	2	1	-1.7	-6
CC1(c2ccc(Cl)cc2Cl)OCC(Cn2cncn2)O1 (centres undefined)
    8	1.5	4.1	1	1	3	2.9	3	-4	-0.1	-7
C=CCn1c(O)c(/C=C2/C=c3ccccc3=N2)c(=O)[nH]c1=S
    -3	-2.2	1.3	-8	2	-3	3.1	-9	5	-1.3	10
CC(=O)Nc1cccc([As](=O)(c2cccc(NC(C)=O)c2)c2cccc(NC(C)=O)c2)c1
    -18	-0.2	3.7	0	-19	3	1.6	-16	1	0.4	-8
CCCc1nc2ccccc2c(=O)n1-c1ccccc1OC
    4	3.2	1.6	3	4	2	2.7	-15	-5	-0.2	-5
COc1ccccc1OC(=O)c1ccc(C)c(S(=O)(=O)N2CCOCC2)c1
    -13	-0.9	0.4	-8	?	-1	-0.2	-8	-3	-0.1	4
CCOC(=O)c1c(/N=C/c2c(O)n(-c3ccc(F)cc3)c(=S)[nH]c2=O)sc2c1CCCC2
    8	-2.2	1.0	-3	6	-6	-1.3	10	0	-2.0	-6
Cc1ccc2c(c1N)C(=O)c1ccccc1C2=O
    -3	0.5	2.3	-3	-2	2	1.5	-16	26	-0.5	-9
CCN(CC)C(=O)c1ccc(NC(=O)c2cccc(S(=O)(=O)N3CCN(C)CC3)c2)cc1
    -7	1.3	-1.2	10	9	2	3.2	-6	2	-0.2	-3
CCS(=O)(=O)N1CCCC(C(=O)N2CCC3(CC2)OCCO3)C1 (centres undefined)
    -2	-0.4	-0.3	25	1	1	-1.3	-4	-1	0.4	-4

The list goes on.
Values run as follows: PKA-R1A activ	E coli growth	phage Ecoli inh	Mot1-301 SUMO	Tat export inh	HTR5A ag ctr	AddAB inh	PKA-R2B activ	DAGLB inhibitor	CDK5 inh	HTR5A inv ctr
CC1=C2[C@H]3OC(=O)[C@@H](C)[C@@H]3CC[C@@]2(C)C=CC1=O
    -9	-0.3	3.4	6	-2	6	3.4	-11	-1	1.1	15
CC(C)N(CC(O)c1cccc([N+](=O)[O-])c1)C(C)C (centres undefined)
    -12	-1.4	3.5	4	-2	-1	0.3	-6	-1	1.3	-17
CC(C)(C)NC(=S)/N=C(\N)N[N+](=O)[O-]
    -13	1.9	4.1	-10	21	4	0.6	0	2	-2.0	-11
O=C1NC(=O)C(Cc2cccs2)C(=O)N1
    1	0.6	1.1	-4	-3	-1	0.6	8	3	-1.7	-15
O=c1[nH]c(=O)n(Cc2ccc(F)cc2)c(O)c1C=Nc1ccc(Cl)cc1
    7	-1.8	4.4	-12	1	0	1.4	-11	-1	-6.9	0
CCOC(=O)c1cnc(SCc2ccc(Cl)c(Cl)c2)nc1N1CC1
    0	.	1.2	.	-2	5	.	-7	-2	1.5	-18
COc1cc(/C=N/NC(=O)Cn2c([N+](=O)[O-])cnc2C)ccc1OC(=O)N(C)C
    -15	0.4	-0.2	-14	-2	-4	-0.3	3	1	3.1	-17
O=C1NC(=S)N(c2ccc(F)cc2)C(=O)/C1=C\c1ccoc1
    1	.	.	.	-2	3	.	7	14	.	-9
COC(=O)C1=C(c2cccc(C#N)c2)C[C@@H]2CC[C@H]1N2C(=O)NC1CC1
    -2	-0.2	4.0	14	1	-2	2.8	3	3	0.4	8
Cc1[nH]c2ccc(OCc3ccccc3)cc2c1CCN
    4	-1.5	2.3	4	-3	1	1.5	0	2	0.1	-3
COc1cc2c(cc1OC)C(C(=O)NCCC(C)C)C1CCCCN1C2=O (centres undefined)
    1	0.0	2.8	-9	-4	1	0.5	6	-1	-0.9	-14
OC(CC#CCN1CCCCCC1)(c1ccccc1)C1CCCC1 (centres undefined)
    -2	0.9	-0.2	-13	6	2	3.7	-1	0	1.9	-6
Fc1ccc2c(c1)nnn2C1CCN(Cc2c(Cl)cccc2Cl)CC1
    -6	-1.4	1.0	16	0	.	1.1	-12	-10	-1.4	.
CC(=O)N1CN2CN(C(C)=O)CC(C(=O)c3ccc(Br)cc3)(C2)C1
    4	-0.7	1.7	131	1	3	-2.7	-1	-3	1.8	-28
